USP1 inh: USP1/UAF1 (human) deubiquitinase inhibition. 390,000 tested, 0.23% active. recombinant USP1/UAF1, Ub-Rhodamine cleavage fluorescence. Potency, µM (series often up to 57.1 µM), for the others: at the top dose activity change, negative = inhibition, most hits filed as inhibitors; further: potency means the concentration at half of the fitted maximal effect; on the % scale 0 is the no-effect control and ±100 the full control effect; nearly all actives have a fitted effect of over 60% in size; inactives centre near -12
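High-throughput fluorogenic screen: 1nM USP1/UAF1 complex, Ub-Rho substrate 150nM final, 50mM HEPES pH 7.8 with 0.5mM EDTA, 0.1 mg/ml BSA, 1mM TCEP and 0.01% Tween-20.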
TRHR PAM: allosterically enhances the human TRH receptor; TRHR cells, fluo-8 calcium fluorescence, EC20 TRH enhancement; enhancement, % at 2 µM; P34981; AID 493056; 360,000 tested, 0.66% active; in the data active means enhancement above about 30%; further: 0% is about no effect
Target sequence (P34981 whole entry, looked up): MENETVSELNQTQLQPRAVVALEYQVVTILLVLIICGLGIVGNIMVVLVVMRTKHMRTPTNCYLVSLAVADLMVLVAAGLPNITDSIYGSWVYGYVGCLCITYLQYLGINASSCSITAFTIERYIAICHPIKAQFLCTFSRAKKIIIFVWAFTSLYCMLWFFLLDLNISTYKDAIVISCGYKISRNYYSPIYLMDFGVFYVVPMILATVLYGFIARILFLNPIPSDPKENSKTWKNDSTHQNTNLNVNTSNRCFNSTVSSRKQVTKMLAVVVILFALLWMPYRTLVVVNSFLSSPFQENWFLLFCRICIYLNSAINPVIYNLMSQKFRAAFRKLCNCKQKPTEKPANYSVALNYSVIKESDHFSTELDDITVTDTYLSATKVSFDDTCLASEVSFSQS
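Enhancer read-out: after compound pinning and an initial kinetic agonist-mode read, an EC20 of TRH (10 nM final) was injected and fluo-8 calcium signal (Ex 480/Em 530) followed at 1 s/cycle for 100 cycles in TRHR-expressing cells.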
TRHR agonist: agonists of human TRH receptor; P34981; TRHR cells, calcium flux fluo-8, FDSS agonist mode; activation, % at 2 µM; AID 493084; 360,000 tested, 0.18% active; in the data active means activation above about 30%; further: 0% is about no effect
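TRHR-expressing cells, plated overnight in medium with 10% serum, were loaded with fluo-8 calcium dye at room temperature. After a 10 s baseline, library compound was pin-added and calcium release was recorded kinetically (ex 480/em 530) as agonist response.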
TrxR1 inh: inhibitors of rat thioredoxin reductase 1; Potency, µM (highest dose often 114 µM), inactives show at the top dose activity change, negative = inhibition, usual class: inhibitors; AID 588453; 390,000 tested, 1% active; recombinant rTrxR1, NADPH fluorescence consumption, selenite substrate; further: potency means the concentration at half of the fitted maximal effect; on the % scale 0 is the no-effect control and ±100 the full control effect; nearly all actives have a fitted effect of over 65% in size
Target sequence (O89049 whole entry, looked up): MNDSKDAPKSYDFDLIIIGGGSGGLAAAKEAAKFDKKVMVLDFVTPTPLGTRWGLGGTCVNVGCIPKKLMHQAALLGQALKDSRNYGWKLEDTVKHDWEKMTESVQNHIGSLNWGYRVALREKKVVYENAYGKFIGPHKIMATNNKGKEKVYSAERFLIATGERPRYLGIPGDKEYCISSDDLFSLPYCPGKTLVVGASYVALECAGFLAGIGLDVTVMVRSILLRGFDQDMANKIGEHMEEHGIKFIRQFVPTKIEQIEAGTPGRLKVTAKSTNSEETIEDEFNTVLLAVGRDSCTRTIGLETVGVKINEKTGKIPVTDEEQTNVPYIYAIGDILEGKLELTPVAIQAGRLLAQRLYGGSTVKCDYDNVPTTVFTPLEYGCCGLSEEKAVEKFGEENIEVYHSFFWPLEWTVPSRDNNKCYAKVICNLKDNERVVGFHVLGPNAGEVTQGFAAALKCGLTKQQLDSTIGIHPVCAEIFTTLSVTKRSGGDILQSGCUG
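Rat TrxR1 (90 nM in the dispensed reagent) was pre-reduced with 400 uM NADPH for 5 min at room temperature, then incubated with compound for 15 min. After 400 uM selenite was added, NADPH fluorescence (Ex 340/Em 450 nm) was followed for 8 min.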
TrxR1 substrate: substrates of rat thioredoxin reductase 1 | AID 588456 | 390,000 tested, 0.01% active | O89049 | Potency, µM (doses to about 114 µM), for the others: top-dose activity change, negative = substrate turnover | purified TrxR1 substrate turnover, NADPH consumption readout; further: potency means the concentration at half of the fitted maximal effect; on the % scale 0 is the no-effect control and ±100 the full control effect; nearly all actives have a fitted effect of over 50% in size
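Rat TrxR1, dispensed at 90 nM, was prereduced with 400 uM NADPH (final) for 5 min at ~22 deg C, then incubated with compound 15 min before 400 uM selenite. A first-read NADPH fluorescence drop versus no-compound background flagged substrates.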
D2 ag: activates the human D2 dopamine receptor | activation, % at 2 µM | AID 485358 | 340,000 tested, 0.53% active | HEK293 T-REx D2 cells, calcium flux agonist mode;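 active means activation over 3 SD above normal in the single-dose calcium agonist read, cut at about 30% in these data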; further: 0% is about no effect
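Agonism scored from kinetic calcium signal (1 read/sec, 180 s) following compound pin transfer, after a 10 s baseline. Cells: HEK293 Trex line expressing inducible D2 receptor coupled to calcium, dye-loaded after overnight culture at 30 C.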
IDH1 R132H inh: inhibitors of human mutant IDH1 R132H; IDH1-R132H enzyme, NADPH consumption, diaphorase/resazurin fluorescence; Potency, µM (doses to about 76.6 µM), inactives show top-dose activity change, negative = inhibition, actives largely listed as inhibitors; 390,000 tested, 0.093% active; further: potency means the concentration at half of the fitted maximal effect; on the % scale 0 is the no-effect control and ±100 the full control effect; nearly all actives have a fitted effect of over 65% in size
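IDH1-R132H (0.5 ug/mL) preincubated 30 min with compound, then NADPH (0.016 mM) and alpha-KG (2 mM) added; 80 min at RT, pH 7.5. Remaining NADPH coupled via diaphorase/resazurin to fluorescence (540/590 nm); concentration-response curves normalized to no-enzyme control.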
D2 antag: antagonizes the human D2 dopamine receptor; P14416; HEK293 TREx D2 cells, calcium flux, dopamine EC80; inhibition, % at 10 µM; 340,000 tested, 2% active; in the data active means inhibition above about 30%; further: 0% is about no effect
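Read-out: kinetic calcium fluorescence (1 cycle/s) in inducible HEK293 T-REx D2 cells after an EC80 dopamine addition that followed 180 s compound preincubation. Loss of the dopamine response indicates antagonism.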
Pin1 inh: blocks the human prolyl isomerase Pin1; Q13526; Pin1 FP peptide displacement, HiFluor488, 10 min; Potency, µM (highest dose often 115 µM), inactives show at the highest dose activity, negative = inhibition, actives largely listed as inhibitors; 390,000 tested, 0.009% active; active means well fitted inhibition curve with a large enough effect in the polarisation, with a control signal flat, not every such curve was filed as active; inconclusive means small, poorly fitted or top-dose-only effect, or effect the other way, or a change in a side signal; inactive means no such curve, though single readings can be large or run the other way; the % refers to the polarisation; further: potency means the concentration at half of the fitted maximal effect; on the % scale 0 is the no-effect control and ±100 the full control effect
Target sequence (Q13526 whole entry, looked up): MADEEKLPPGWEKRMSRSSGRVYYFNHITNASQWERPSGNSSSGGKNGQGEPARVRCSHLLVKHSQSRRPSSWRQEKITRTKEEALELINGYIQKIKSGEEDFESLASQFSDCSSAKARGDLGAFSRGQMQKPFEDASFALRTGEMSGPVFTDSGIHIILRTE
Numbers without * were called inactive; ? = inconclusive; . = not tested or not shown; & = joins results of further samples; [ ] = dose if it differs, or a comment. Unless noted, the call rests on the fitted dose curve; in most records, active means well fitted inhibition curve with a large enough effect; inconclusive means small, poorly fitted or top-dose-only effect; inactive means no such curve, though single readings can be large or run the other way. A portion of the library (hit frequency here may not be typical).

The opening 2 entries as a preview:
SMILES	USP1 inh	TRHR PAM	TRHR agonist	TrxR1 inh	TrxR1 substrate	D2 ag	IDH1 R132H inh	D2 antag	Pin1 inh
CCCCN(CC)C(=O)c1nn(-c2ccc(OC)cc2)c(=O)c2c1c1ccccc1n2C	-5%	-8	0.2	127%[activator]	55%[activator]	1.0	.	.	1%
CCc1ccc(NC(=O)C(=O)NCCc2csc(-c3cccc(F)c3)n2)cc1	-31%	1	0.4	5%[57.1 µM]	-7%[57.1 µM]	-0.1	17%	.	12%

The whole of this part, from the first entry:
SMILES	USP1 inh	TRHR PAM	TRHR agonist	TrxR1 inh	TrxR1 substrate	D2 ag	IDH1 R132H inh	D2 antag	Pin1 inh
CCCCN(CC)C(=O)c1nn(-c2ccc(OC)cc2)c(=O)c2c1c1ccccc1n2C	-5%	-8	0.2	127%[activator]	55%[activator]	1.0	.	.	1%
CCc1ccc(NC(=O)C(=O)NCCc2csc(-c3cccc(F)c3)n2)cc1	-31%	1	0.4	5%[57.1 µM]	-7%[57.1 µM]	-0.1	17%	.	12%
Cc1ccc(Cl)cc1-n1c(=O)cc(N2CCN(C(=O)c3ccco3)CC2)[nH]c1=O	-13%	2	0.6	?	2%	-0.3	-1%	-5	15%
Cc1ccc(S(=O)(=O)Nc2cc(C(=O)N3CCOCC3)ccc2N2CCCCC2)cc1	-25%	-6	1.6	-10%	-8%	0.2	1%	12	-9%
COc1c2occc2c(OC)c2c(=O)cc(C(F)(F)F)oc12	-15%	6	-0.4	0%[57.1 µM]	4%[57.1 µM]	-0.4	-2%	2	-1%
Cc1ccc2nc(C)cc(C(=O)N3CCCC(CO)(Cc4ccccc4C)C3)c2c1 (stereo not drawn)	-14%	-2	-0.7	1%[57.1 µM]	-4%[57.1 µM]	0.5	-4%	-8	1%
Cc1oc2cc([N+](=O)[O-])c(O)c([N+](=O)[O-])c2c1C(=O)c1ccc(Br)cc1	-17%	-4	-1.4	-21%	-17%	-1.8	0%	-1	-15%
Cc1cccc(SC2CCN(C(=O)C3CCC(=O)N(C4CC4)C3)CC2)c1 (stereo not drawn)	-8%	9	-0.1	22%	-4%	-0.2	-2%	-7	1%
O=C(Nc1ccc(NC(=O)c2ccco2)c(Cl)c1)c1ccc2c(c1)OCCO2	-20%	1	0.3	11%	7%	1.2	5%	-18	108%[activator]
CN(CCOc1ccccc1)CC(=O)Nc1ccc([N+](=O)[O-])cc1Cl	-19%	29	0.5	24%[57.1 µM]	5%[57.1 µM]	0.6	0%	12	-4%
Cn1c(CCN2CCCC2)nc2cc(NS(=O)(=O)c3ccc(Cl)cc3)ccc21	-26%	-3	0.8	2%	5%	-0.1	10%	3	8%
O=C(CN1C(=O)COc2ccc(S(=O)(=O)N3CCCCCC3)cc21)N1CCN(c2cccc(Cl)c2)CC1	-20%	3	0.7	9%	-7%	0.8	-8%	.	2%
CN(Cc1ccccc1)C(=O)c1ccc(NC(=O)Cc2cccc(NC(=O)C3CCN(C(=O)C4CCC4)CC3)c2)cc1	2%	0	0.7	13%[57.1 µM]	-6%	0.6	-23%	-6	26%
COc1ccc(C2CCCN2C(=O)Nc2cccc(C(C)=O)c2)cc1OC (stereo not drawn)	1%	-2	0.1	17%	2%	3.5	2%	-19	-6%
CCn1c(=O)cc(OCC(=O)NCCc2cccc(C)c2)c2ccccc21	-4%	5	0.0	14%	5%	-0.4	1%	13	6%
COc1ccc(S(=O)(=O)N(CC(=O)Nc2cc(C)ccc2OC)Cc2ccccc2)cc1	-21%	-4	-0.4	25%	8%	-1.0	-12%	.	29%
CCN1CCN(C(c2cccs2)C(C)NC(=S)Nc2cccc(C)c2C)CC1 (stereo not drawn)	-18%	2	1.4	7%	-2%	0.2	0%	-12	-9%
Cc1cc(Nc2ccccc2F)n2ncnc2n1	-8%	12	0.1	4%[57.1 µM]	6%[57.1 µM]	0.3	7%	9	3%
Cc1nc(SCC(C)C)[nH]c(=O)c1Cc1ccccc1	-20%	-5	0.3	2%	4%	-0.3	0%	4	-6%
CCOC(=O)c1c(N2C(=O)Nc3ccccc3N2O)sc2c1CCCC2	1%	5	0.2	13%[57.1 µM]	-5%[57.1 µM]	0.0	0%	-13	10%
CN(C)C(CNC(C(=O)Nc1ccc(F)cc1)c1ccccc1)c1ccccc1 (stereo not drawn)	?	-6	0.3	17%	6%	0.6	-5%	-16	-1%
COc1cccc2oc(CCc3ccccc3)cc(=O)c12	20%	.	.	9%[57.1 µM]	39%	.	-2%	.	8%
COc1ccc(-c2nnc(N(C)C(=O)C3CCOC3)s2)cc1 (stereo not drawn)	-10%	.	.	-9%	-8%	.	0%	.	1%
O=C(Nc1ccc2nc(SCCOc3ccccc3)sc2c1)c1ccco1	?	19	-0.5	-13%	2%	-1.7	13%	.	29%
Cn1c(CO)cnc1S(=O)(=O)Cc1c(Cl)cccc1Cl	-21%	12	1.4	17%	6%	1.4	-13%	-3	2%
COc1ccc2c(c1)[nH]c1c(=O)n(N)cnc12	-14%	1	0.1	-11%	-6%	0.4	9%	9	7%
CCN(CC)CCn1c(=S)[nH]c2cc(C(=O)NCc3ccccc3Cl)ccc2c1=O	-19%	-4	-0.5	-8%	0%	-1.0	-10%	3	3%
Cc1nc(CSc2n[nH]c(=O)n2-c2cccc(F)c2)cs1	-12%	-6	-0.7	16%	5%	-0.3	-7%	0	7%
CCc1cccc(NC(=O)CCNS(=O)(=O)c2cc(Br)cnc2N)c1	-9%	-5	-0.5	12%[57.1 µM]	3%[57.1 µM]	-0.1	9%	-9	-10%
COCCn1c(C)cc(/C=C2/NC(=O)N(Cc3ccc(C)cc3)C2=O)c1C	-14%	-1	0.0	-13%[57.1 µM]	-3%[57.1 µM]	.	2%	.	?

Rewritten in markdown: part of the list above
| mol | USP1 inh | TRHR PAM | TRHR agonist | TrxR1 inh | TrxR1 substrate | D2 ag | IDH1 R132H inh | D2 antag | Pin1 inh |
| --- | --- | --- | --- | --- | --- | --- | --- | --- | --- |
| COc1cccc2oc(CCc3ccccc3)cc(=O)c12 | 20% | . | . | 9%[57.1 µM] | 39% | . | -2% | . | 8% |
| COc1ccc(-c2nnc(N(C)C(=O)C3CCOC3)s2)cc1 (stereo not drawn) | -10% | . | . | -9% | -8% | . | 0% | . | 1% |
| O=C(Nc1ccc2nc(SCCOc3ccccc3)sc2c1)c1ccco1 | ? | 19 | -0.5 | -13% | 2% | -1.7 | 13% | . | 29% |
| Cn1c(CO)cnc1S(=O)(=O)Cc1c(Cl)cccc1Cl | -21% | 12 | 1.4 | 17% | 6% | 1.4 | -13% | -3 | 2% |
| COc1ccc2c(c1)[nH]c1c(=O)n(N)cnc12 | -14% | 1 | 0.1 | -11% | -6% | 0.4 | 9% | 9 | 7% |

(further entries)
SMILES	USP1 inh	TRHR PAM	TRHR agonist	TrxR1 inh	TrxR1 substrate	D2 ag	IDH1 R132H inh	D2 antag	Pin1 inh
COc1ccc(S(=O)(=O)NCCc2csc3nc(-c4cccc(C)c4)nn23)cc1F	-31%	2	0.7	17%[57.1 µM]	-1%[57.1 µM]	0.6	-15%	.	-8%
Cc1ccc(C(=O)O)cc1NC(=O)c1ccc(Cn2nc(C)c(Cl)c2C)o1	-18%	-6	1.1	29%[57.1 µM]	-11%[57.1 µM]	-0.7	7%	-5	3%
O=C(Nc1ccc(Oc2ccc(NC(=O)c3ccco3)c(NC(=O)c3ccco3)c2)cc1)c1ccco1	-4%	4	0.6	7%	4%	-1.4	0%	-8	18%
CCN(CC)c1nc(-c2cccc(OC)c2O)nc2ccccc12	?	-7	0.0	-8%	-4%	-0.2	14%	-5	3%
COc1ccc(N2CCN(C(=O)CSc3nnc(-c4cc5ccccc5cc4O)n3C)CC2)cc1	-21%	2	0.1	7%	2%	0.9	8%	0	0%
CC[C@]12c3[nH]c4cc(CCC(=O)N(C)C)ccc4c3CCN1C(=O)[C@@H](CC(=O)NCc1ccc(OC)c(OC)c1)C[C@@H]2C(=O)N1CCN(C(=O)c2ccco2)CC1	-11%	.	.	2%	2%	.	-3%	.	-2%
CN(C(=O)c1cccnc1)c1nc(-c2ccccc2)cs1	-5%	-7	-0.1	27%	2%	-0.1	6%	-16	-2%
C[C@@H](C(=O)CC(=O)OC(C)(C)C)[C@@H](O)c1ccccc1	-27%	1	0.9	11%[57.1 µM]	5%&-4%	.	-11%	.	-4%&1%
O=C(CN1CCN(Cc2ccccc2)CC1)Nc1ccc(N2CCOCC2)cc1	?	1	0.3	9%[57.1 µM]	5%[57.1 µM]	0.7	-2%	8	-1%
COC(=O)C(C(=O)OC)c1ccc(-n2cccc2)cc1	-3%	-2	-1.2	-2%	-5%	0.4	-2%	6	24%
CCOC(=O)c1ccc(NC(=O)COc2ccc(S(=O)(=O)N3CCCC3)cc2)cc1	-15%	3	-0.2	21%	1%	0.0	6%	10	11%
O=C(NC1CCCC1)c1ccc(CSc2nc3cccnc3n2Cc2ccc(F)cc2)cc1	-19%	-11	-0.3	8%	-3%	-0.7	0%	.	-2%
COc1ccc2ccccc2c1CN1CCCC(CO)C1 (stereo not drawn)	-14%	5	-0.6	-1%	0%	0.0	7%	-3	-5%
COc1cccc(NC(=O)C(Cc2ccccc2)N2Cc3ccccc3C2=O)c1 (stereo not drawn)	-14%	3	0.3	12%	-4%	-0.6	-7%	.	0%
Cc1ccc2ccc3cccnc3c2n1	-14%	.	.	9%	-5%	.	0%	.	0%
CCOc1ccc(C(O)C(CN2CCOCC2)c2ccccc2)cc1 (stereo not drawn)	-6%	5	-0.1	10%[57.1 µM]	12%[57.1 µM]	-0.7	1%	6	-8%
